High-throughput results as filed in PubChem BioAssay.
RMI FANCM FP – disruptors of RMI1/RMI2 association with MM2 peptide – biochemical, fluorescence polarization, human, primary screen; RMI core complex (RMI1/RMI2) binding to FANCM MM2 peptide, human; RMI core complex with F-MM2 peptide; stronger effect = lower value; FP signal (polarization) at 33 µM; 0.58% of 70,000 active; AID 1159607, 2016; in the data active = FP signal below about 40; note: inactives centre near 61; strong numbers were not always called active; unit not given here
An asterisk follows results filed as active; & = joins results of further samples. The list is partial; rates above refer to the full screens.

molecule | RMI FANCM FP
CCOc1ccccc1C(=O)Nn1cnc2c(cnn2C(C)(C)C)c1=O | 53
CN(C)c1ccc(CCCNC(=O)COc2ccc(Cl)cc2Cl)cc1 | 73
O=C(Cn1nc2ccc(SC3CCCCC3)nn2c1=O)Nc1ccc(F)c(F)c1 | 83
Cc1ccc2c(c1)sc(=NC(=O)c1ccc([N+](=O)[O-])o1)n2C | 47
O=C(COc1ccc(F)cc1)NCCn1ncc2c(=O)n(Cc3ccc([N+](=O)[O-])cc3)cnc21 | 65
O=C(C1=C(C(F)(F)F)Nc2ncnn2C1c1ccc(Cl)cc1)c1cccs1 (stereo unspecified) | 61
CCOC(=O)c1ccc(NC(=O)Cn2c(C)cc(=O)c3cccc(C)c32)cc1 | 60
COc1ccccc1C1SCCN1S(=O)(=O)c1ccc2cccc3c2c1CC3 (stereo unspecified) | 59
N#Cc1nc(/C=C/c2cccs2)oc1N1CCN(C(=O)c2ccco2)CC1 | 59
CCOC(=O)C(=Cc1ccc(-c2ccccc2[N+](=O)[O-])o1)C(=O)OCC | 58
Cc1ccc(S(=O)(=O)Nc2ccc(C(=O)COC(=O)c3ccc(C)o3)cc2)cc1 | 60
O=C(Nc1csc(-c2ccc(Oc3ccc(-c4nc(NC(=O)c5nc6ccccc6s5)cs4)cc3)cc2)n1)c1nc2ccccc2s1 | 31*
CC1CCCCN1S(=O)(=O)c1ccc(C(=O)Nc2nc3c(s2)C(=O)CC(C)(C)C3)cc1 (stereo unspecified) | 72
CC(C)(C)c1ccc(NC(=O)c2ccc(Cl)cc2)c([N+](=O)[O-])c1 | 53
COC(=O)[C@@H]1C(O)CC[C@H]2CN3CCc4c([nH]c5ccccc45)[C@@H]3C[C@@H]21 (stereo partly specified) | 53
CCSc1cccc(C(=O)Nc2sc3c(c2C#N)CCN(C(C)=O)C3)c1 | 73
O=C(CSc1nnnn1-c1cccc2ccccc12)Nc1ccccc1Cl | 52
Cc1ccc(C(C)C)c(OCCn2c3ccccc3c3nc4ccccc4nc32)c1 | 51
C/C=C1\C(=O)CC2C3CCC4=CC(=O)CC[C@]4(C)C3CC[C@]12C (stereo partly specified) | 56
Cc1cc(N2C(=O)C3C4C=CC(C4)C3C2=O)no1 (stereo unspecified) | 59

Two entries from above, set out differently.
> Cc1ccc(S(=O)(=O)Nc2ccc(C(=O)COC(=O)c3ccc(C)o3)cc2)cc1
  RMI FANCM FP: 60
> O=C(Nc1csc(-c2ccc(Oc3ccc(-c4nc(NC(=O)c5nc6ccccc6s5)cs4)cc3)cc2)n1)c1nc2ccccc2s1
  RMI FANCM FP: 31*

Additional entries
molecule | RMI FANCM FP
CCOC(=O)NC(Nc1ccccc1C)(C(=O)OCC)C(F)(F)F (stereo unspecified) | 53
O=C(CCCn1nc(-c2cccs2)ccc1=O)N1CCN(c2ccc(F)cc2)CC1 | 66
CC(=O)Nc1ccn([C@@H]2O[C@H](CO)[C@@H](O)[C@H]2O)c(=O)n1 | 61
COc1ccc2nc(N(Cc3cccnc3)C(=O)C3CCN(S(=O)(=O)c4cccs4)CC3)sc2c1 | 94
COC(=O)c1ccc(Cn2c(=O)n(Cc3cccs3)c(=O)c3ncccc32)cc1 | 67
Cc1oc(S(=O)(=O)N2CCCCC2)cc1NC(=O)Nc1ccc(F)cc1 | 65
Cc1cc(CN2CC(C)OC(C)C2)cc(C)c1O (stereo unspecified) | 56&57
CCCCC(=O)Nc1oc2c(C)cccc2c(=O)c1-c1ccc2c(c1)OCO2 | 62
CC(C)(C)OC(=O)N1CCCN(S(=O)(=O)c2ccc3c(c2)CCO3)CC1 | 55
N#Cc1c(N)nc2c3c1NC(O)(c1ccccc1)C(C#N)C3c1cc(Br)ccc1O2 (stereo unspecified) | 51
CCOC(=O)c1c[nH]c2c(F)cc(F)cc2c1=O | 68
COc1ccc(NC(=O)COc2ccc(F)cc2)cc1N1CCCC1=O | 66
Cc1cc(NC(=O)C(NC(=O)c2ccc(F)cc2)C23CC4CC(CC(C4)C2)C3)no1 (stereo unspecified) | 56
FC(F)(F)c1ccc(Cl)c(NC(=S)N/N=C\c2ccccc2Cl)c1 | 55
CSCCn1c(-c2ccccc2)cc(C(=O)N2CCCC2)c1C | 48
O=C(NCCn1nc(-c2ccc(F)cc2)ccc1=O)NC1CCCCC1 | 68
COc1cc(NC(=O)CSc2ccc(NC(=O)C3CC3)nn2)cc(OC)c1 | 125
Cc1ccc(S(=O)(=O)Nc2ccc3c(c2)OCC(C)(C)C(=O)N3)s1 | 67
O=C(Nc1ccc(-c2csc(-c3ccccc3)n2)cc1)c1cccs1 | 60
O=C(NCCNc1ncc(C(F)(F)F)cc1Cl)C1=Cc2cc(Cl)ccc2OC1 | 63&55
CSc1nnc(C)c(=O)n1COC(=O)c1cc([N+](=O)[O-])ccc1Cl | 55
O=C(NCCS(=O)c1c(-c2ccc(F)cc2)[nH]c2ccccc12)C(=O)c1c[nH]c2ccccc12 (stereo unspecified) | 60
COc1cc2nc(NC(=O)c3nc4ccccc4s3)sc2cc1OC | 110
CC(C)(C)C(=O)OCOC(=O)[C@@H]1N2C(=O)[C@@H](NC(=O)[C@H](N)c3ccccc3)[C@H]2SC1(C)C | 52
O=C(c1ccccc1)c1ccc2c3c(cccc13)C(=O)N(c1ccc(N=Nc3ccccc3)cc1)C2=O | 58
CCc1nc2sc(C(c3ccco3)N3CCC(C(N)=O)CC3)c(O)n2n1 (stereo unspecified) | 49
C#C[C@]1(O)CC[C@H]2[C@@H]3CCC4=Cc5oncc5C[C@]4(C)[C@H]3CC[C@@]21C | 53&59
Cn1c(=O)c2[nH]c(-c3ccco3)nc2n(C)c1=O | 49
Cc1csc(NC(=O)CN2CCN(Cc3nc(C(C)(C)C)cs3)CC2)n1 | 59
O=C(NCc1ccsc1)c1ccccc1Cl | 66
O=C(NCC(c1cccc2ccccc12)N1CCOCC1)c1ccc(F)cc1 (stereo unspecified) | 52
COc1cccc(CNC(=O)Cn2nc(-c3ccc(F)cc3)ccc2=O)c1 | 53
CCOC(=O)c1c(NC(=O)c2cc(C)no2)sc2c1CCN(Cc1ccccc1)C2 | 97
CCOCC(=O)Nc1ccc2c(c1)OCC(C)(C)C(=O)N2 | 66
Cc1ccc2nc(NC(=O)C(C)(C)C)[nH]c(=O)c2c1 | 55
COCCn1c(SCC(=O)Nc2nc(C)cs2)nnc1-c1c[nH]c2ccccc12 | 62
O=C(NCO)c1ccc([N+](=O)[O-])cc1 | 60
O=C(Nc1nnc(C2=COCCO2)o1)c1cc2cc([N+](=O)[O-])ccc2s1 | 61
O=C(Nc1nnc(-c2cc3ccccc3o2)o1)C1CCCN1S(=O)(=O)c1cccs1 (stereo unspecified) | 53
CCOC(=O)c1ncoc1-c1ccc(Cl)cc1Cl | 54
CC(C)(C)n1ncc2c(=O)n(NC(=O)Cc3ccc([N+](=O)[O-])cc3)cnc21 | 54
O=C(COc1ccc(Cl)cc1Cl)NCCn1ncc2c(=O)n(Cc3cccc([N+](=O)[O-])c3)cnc21 | 63
CCN1C(=O)c2cc(NS(=O)(=O)c3ccccc3Cl)ccc2Oc2ccccc21 | 58
CS(=O)(=O)c1ccc(Nc2nc(CC(=O)NC3CC3)cs2)cc1 | 62
COc1ccc2c(CC(=O)NCc3ccc4c(c3)OCO4)cc(=O)oc2c1 | 67
COc1cccc(NC(=O)Cn2c(C)cc(=O)c3cccc(OC)c32)c1 | 57
ONC=NCc1ccccc1OC(F)(F)F | 51
O=C(Nc1nnc(C2CCCO2)o1)c1ccc(S(=O)(=O)N2CCOCC2)cc1 (stereo unspecified) | 60
COc1ccc(Cl)cc1C(=O)Nc1nnc(SCC(=O)Nc2ccccc2F)s1 | 61
Cn1c(=O)c(Nc2ccc(O)cc2)c2c3c(cccc31)C(=O)c1ccccc1-2 | -54

Following part:
molecule | RMI FANCM FP
CCOc1ncccc1C(=O)Nc1c(C)nc2scc(C)n2c1=O | 65
Nc1nc(-c2cccs2)cc(C(F)(F)F)n1 | 54
Cc1cc(C)nc(SCC(N)=O)n1 | 58
Fc1ccc(N2CCN(c3ccc(F)cc3)C2c2ccc(Br)cc2)cc1 | 43
Cc1cc(NC(=O)Nc2cc(Cl)sc2Cl)no1 | 58
c1ccc2c(SCc3nc4ccccc4[nH]3)nncc2c1 | 58
COc1ccc2c(c1)sc(=NC(=O)c1ccc3c(c1)CCCC3)n2C | 60
NNC(=O)c1cc2ncc(C(F)(F)F)cc2s1 | 52
COc1ccc(NCC(O)CSc2ccc(OC)cc2)cc1 (stereo unspecified) | 59
Cn1c(=O)c2nc(SCC(N)=O)n(C)c2n(C)c1=O | 54
O=C(Cc1ccc(Cl)cc1)NCC1CCN(Cc2ccco2)CC1 | 71
CCOc1ccc(-c2cc3c(SCC(=O)c4cccc(Cl)c4)nccn3n2)cc1 | 118
CCC(=O)N1CCCc2ccc(NS(=O)(=O)c3ccc(OC)c(F)c3)cc21 | 67
CCC(C(=O)NNC(=O)c1ccccc1N)c1ccccc1 (stereo unspecified) | 57
CC(C)N1C(=O)/C(=C/c2cccc(Cl)c2Cl)SC1=S | 60
COc1cc(NS(=O)(=O)c2ccc(NC(C)=O)cc2)c(C(=O)O)cc1OC | 59
COc1ccc(-c2coc3c(O)c(OC)ccc3c2=O)cc1 | 63
O=C(COc1cccc2ccc(N3CCN(c4ccccc4)CC3)nc12)Nc1cccc(Cl)c1 | 55
Cc1ccc(NC(=O)C(=O)NCC(c2ccc3c(c2)CCCN3C)N(C)C)cc1C (stereo unspecified) | 62
COCCN1CCC(CNC(=O)C(=O)Nc2ccc(F)c(Cl)c2)CC1 | 76
CC(=O)c1ccc(Cl)c(-n2cccc2)c1 | 63
COc1ccccc1NC(N)=O | 59
CS(=O)(=O)c1ccccc1-c1nnc(NC(=O)c2ccc(Br)s2)o1 | 55
CCN(CC)CCOCCOC(=O)C1(c2ccccc2)CCCC1 | 63&73&60
CN(C)c1ccc(NC(=O)CC2Nc3ccccc3NC2=O)cc1 (stereo unspecified) | 62
CCOC(=O)Cc1csc(NC(=S)NC(=O)c2cccs2)n1 | 58
CCOC=C(C(=O)Nc1ccccc1)C(=O)Nc1ccccc1 | 61
COc1cccc(CSc2nc(CC(=O)NCCc3ccccc3)cc(=O)[nH]2)c1 | 59
COc1cccc(-c2nnc(N)o2)c1 | 70
COc1cccc(-c2nc(CSc3nc(-c4ccncc4)cc(=O)[nH]3)c(C)o2)c1OC | 63

Another view of some results above:
COc1cccc(-c2nc(CSc3nc(-c4ccncc4)cc(=O)[nH]3)c(C)o2)c1OC
  RMI FANCM FP: 63

COc1cccc(-c2nnc(N)o2)c1
  RMI FANCM FP: 70

CS(=O)(=O)c1ccccc1-c1nnc(NC(=O)c2ccc(Br)s2)o1
  RMI FANCM FP: 55

(list continues)
molecule | RMI FANCM FP
CS(=O)(=O)c1ccc2nc(NC(=O)C3CCCN3S(C)(=O)=O)sc2c1 (stereo unspecified) | 66
Cc1cc(N=NC(=O)c2ccccc2)ccc1O | 58
COc1ccccc1N1CCN(CCNS(=O)(=O)c2ccc(NC(C)=O)cc2C)CC1 | 64
O=C(N1CCOC(c2ccccc2)C1)C12CC3CC(CC(C3)C1)C2 (stereo unspecified) | 61
Cc1cc(C)c(NC(=O)CSc2nnc(CNC(=O)COc3ccc(Cl)cc3)o2)c(C)c1 | 63
CCOC(=O)c1sc(NC(=O)CCCN2C(=O)c3cccc4cccc(c34)C2=O)c(C(=O)OCC)c1C | 64
COc1ccccc1C1Oc2ccccc2C2=C1C(c1cc(OC)c(OC)c(OC)c1)n1ncnc1N2 (stereo unspecified) | 54
CNn1cnc2ccsc2c1=O | 56
Cc1noc(C)c1C(=O)N=C(N)C12CC3CC(CC(C3)C1)C2 | 62
CCOc1ccc(C=Nc2ccc(S(N)(=O)=O)cc2)cc1 | 62
N#Cc1ccc(Cl)cc1NC(=O)CC1CCCCN1S(=O)(=O)c1ccccc1 (stereo unspecified) | 70
Cc1nc2ccc(NC(=O)c3cc(Cl)ccc3[N+](=O)[O-])cc2c(=O)n1-c1ccccc1 | 61
NC(=O)c1cc[n+](CC2=C(C(=O)O)N3C(=O)[C@@H](NC(=O)[C@@H](c4ccccc4)S(=O)(=O)[O-])[C@H]3SC2)cc1 | 54&57
O=C(O)c1nccnc1C(=O)Nc1ccccc1 | 62
Cc1cc2cc(CNC(=O)c3cc4ccccc4o3)ccc2n1C | 75
COc1ccc(N2CCN(C(=O)Cc3csc(NC(=O)Nc4ccc(Cl)cc4)n3)CC2)cc1 | 60
COC(=O)c1ccc(NC(=O)CSc2ccc(NC(=O)c3cccs3)nn2)cc1 | 96
Nc1c2c(nc3ncnn13)CCC2 | 58
COc1cccc(N2CCN(C(=O)c3cc(=O)c(OC)co3)CC2)c1 | 61
CCc1ccc(NC(=O)c2c(O)c3ccccc3n(-c3ccccc3)c2=O)cc1 | 63
C=CCn1c(=NC(=O)CN2C(=O)c3ccccc3C2=O)sc2cc3c(cc21)OCO3 | 81
Oc1ccccc1/C=N\NC(=S)NC1CC2CC1C1C=CCC21 (stereo unspecified) | 51
CSc1ccc(-c2ccncc2)nn1 | 60
CCc1cnc2c(c1NCCN1CCOCC1)c(=O)n(C)c(=O)n2C | 57
CCc1ccc(S(=O)(=O)Nc2ccc3c(c2)CC(=O)N3CC)s1 | 68
CCOC(=O)c1ccc(NC=C2C(=O)OC3(CCCCC3)OC2=O)cc1 | 57
CN1CCN(C(=O)c2ccc(CNS(=O)(=O)c3ccc(F)c(Cl)c3)cc2)CC1 | 76

Some of the entries so far, as labelled records.
> C=CCn1c(=NC(=O)CN2C(=O)c3ccccc3C2=O)sc2cc3c(cc21)OCO3
- RMI FANCM FP: 81
> CCOC(=O)c1ccc(NC=C2C(=O)OC3(CCCCC3)OC2=O)cc1
- RMI FANCM FP: 57
> CSc1ccc(-c2ccncc2)nn1
- RMI FANCM FP: 60
> CN1CCN(C(=O)c2ccc(CNS(=O)(=O)c3ccc(F)c(Cl)c3)cc2)CC1
- RMI FANCM FP: 76
